Assay outcomes from PubChem BioAssay.
TAAR1 ag: agonists of human TAAR1; 360,000 compounds, 0.99% hits; CHO RD-HGA16 TAAR1, Fluo-8 calcium fluorescence; vehicle wells 0%, saturating PEA agonist 100%; activation, % at 3 µM;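 active = activation above the mean activation of all test compounds in the run plus 3 SD, cut at about 38% in these data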
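Test system: RD-HGA16 (CHO) cells co-expressing Gα16 and hTAAR1 | Doses: Single dose, 3 µM | Schedule: 17-24 h seeding, 75 min 37 °C dye, 30 min RT | Evaluation: % activation from peak over basal fluorescence ratio, DMSO-to-PEA scaled | Technique: Kinetic Fluo-8 calcium fluorescence | Benchmarks: Low control DMSO, high control PEA (EC100)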
CHO parental Ca: counter-screen for OX1R antagonists: effect in parental CHO cells | parental CHO-K1, ATP-induced calcium, Fluo-8 fluorescence | inhibition, % at 5.6 µM | 330,000 compounds, 0.63% hits;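 active = inhibition above that plate's mean sample inhibition plus 3 SD, cut at about 26% in these data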;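 also: 0% = ATP-challenged DMSO wells and 100% = DMSO wells without ATP; some compounds past the cut are filed as inactive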
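Measured by: calcium-sensitive Fluo-8 fluorescence / Test system: CHO parental line / Controls: ATP-challenged DMSO wells low, unchallenged DMSO wells high / Measure: % inhibition / Compound: single nominal dose of 5.6 µM per compound / Replicates: single well per compound, no replicates / Reagent: ATP as calcium-mobilizing challenge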
M1 ag: agonists of human M1 muscarinic receptor; P11229; activation, % at 3 µM; 360,000 compounds, 0.33% hits; AID 588814; CHO-K1 hM1, Fluo-8 calcium fluorescence, agonist mode; 0% DMSO, 100% acetylcholine EC100;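 active = activation above the run's mean compound activation plus 3 SD, cut at about 16% in these data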;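 also: peak over basal fluorescence ratio within a 140 s kinetic read after compound addition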
Target sequence (P11229 whole entry, looked up): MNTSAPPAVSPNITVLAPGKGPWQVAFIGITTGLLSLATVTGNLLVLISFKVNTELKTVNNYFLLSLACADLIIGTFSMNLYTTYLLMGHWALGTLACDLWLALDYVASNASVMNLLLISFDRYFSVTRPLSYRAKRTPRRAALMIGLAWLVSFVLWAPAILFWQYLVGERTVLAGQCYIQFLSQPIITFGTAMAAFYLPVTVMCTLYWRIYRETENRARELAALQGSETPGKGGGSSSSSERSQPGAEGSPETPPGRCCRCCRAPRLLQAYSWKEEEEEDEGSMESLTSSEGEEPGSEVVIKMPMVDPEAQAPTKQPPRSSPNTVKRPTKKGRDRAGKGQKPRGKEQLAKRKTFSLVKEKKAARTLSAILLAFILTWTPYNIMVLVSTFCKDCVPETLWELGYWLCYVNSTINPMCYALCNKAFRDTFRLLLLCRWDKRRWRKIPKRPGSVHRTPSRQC
CHO-K1 Ca PAM: M1 PAM counterscreen hit in parental CHO-K1 cells; ATP EC20, Fluo-8 calcium fluorescence; 0% at ATP EC20, 100% at ATP max; activation, % at 3 µM; 360,000 compounds, 0.02% hits;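 active = activation above the run cutoff, the mean activation of all test compounds plus 3 SD, cut at about 40% in these data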;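 also: peak over basal fluorescence ratio in a 140 s read after ATP addition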
CHRM1 antagonist: blocks human M1 muscarinic receptor. 360,000 compounds, 1.3% hits. AID 588852. CHO-K1 hM1, Fluo-8 calcium fluorescence, ACh EC80 antagonist. inhibition, % at 3 µM. P11229;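 active = percent inhibition above its own plate's cutoff, namely the mean of that plate's compound wells plus 3 SD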;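 also: peak over basal fluorescence ratio during 140 s after agonist addition; 0% = ACh EC80 plus DMSO and 100% = DMSO alone without agonist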
TAAR1 antag: antagonists of human TAAR1; Q96RJ0; CHO RD-HGA16 TAAR1, Fluo-8 calcium fluorescence, antagonist; inhibition, % at 3 µM; 360,000 compounds, 1.5% hits; AID 624466;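 active = inhibition above a per-plate cutoff, the mean inhibition of test compounds on that plate plus 3 SD, cut at about 49% in these data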;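 also: 0% = DMSO plus EC80 beta-PEA response and 100% = DMSO alone without agonist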
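System: RD-HGA16 CHO cells with stable hTAAR1 and Gα16 | Probe or stimulus: EC80 β-phenethylamine stimulus | Dosing: 3 µM, single point | Times: Dye loading 75 min at 37 °C, then 30 min room temperature | Measured by: Fluo-8 calcium-sensitive fluorescence | Read-out basis: % inhibition of agonist calcium response | Replicates: n of 1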
CHO-K1 Ca antag: nonselective inhibitor or artifact in parental CHO-K1 cells; inhibition, % at 3 µM; ATP-induced calcium, Fluo-8 fluorescence; 360,000 compounds, 0.6% hits;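 active = inhibition above a per-plate cutoff, the plate's mean sample inhibition plus 3 SD, cut at about 24% in these data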;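 also: 0% = DMSO plus EC80 ATP and 100% = DMSO alone without ATP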
OXTR potentiate: potentiates the human oxytocin receptor response; 320,000 compounds, 0.061% hits; P30559; activation, % at 3 µM; CHO-OTR cells, Fluo-8 calcium fluorescence, potentiator mode; 0% = oxytocin EC15, 100% = EC100;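 active = activation above that plate's cutoff, the mean activation of tested compounds plus 3 SD, cut at about 6.6% in these data, passing the limit was not always enough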;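 also: 100% uses oxytocin at 75 nM as the full agonist control; some results filed as inactive read as strong as hits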
Target sequence (P30559 whole entry, looked up): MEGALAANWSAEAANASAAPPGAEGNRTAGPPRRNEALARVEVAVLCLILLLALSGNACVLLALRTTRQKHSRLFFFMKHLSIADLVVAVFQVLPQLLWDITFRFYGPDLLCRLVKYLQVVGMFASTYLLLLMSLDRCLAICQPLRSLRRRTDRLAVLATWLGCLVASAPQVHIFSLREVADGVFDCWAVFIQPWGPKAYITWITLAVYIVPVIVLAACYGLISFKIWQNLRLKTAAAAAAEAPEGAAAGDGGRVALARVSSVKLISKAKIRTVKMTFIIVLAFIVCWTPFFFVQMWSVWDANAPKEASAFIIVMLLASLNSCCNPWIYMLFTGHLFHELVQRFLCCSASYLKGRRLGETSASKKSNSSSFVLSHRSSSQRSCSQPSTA
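Assay system: CHO cell line stably expressing human OTR | Also added: Oxytocin at about EC15, sub-maximal agonist stimulus | Times: Compound 6 min at room temperature before oxytocin, 100 s read | Measured by: Fluo-8 intracellular calcium fluorescence, ex 470-495, em 515-575 nm | Controls: EC15 oxytocin alone as 0%, 75 nM oxytocin as 100%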
M1 ag parental: nonselective activator or artifact in parental CHO-K1 cells. Fluo-8 calcium fluorescence; scaled to maximal ATP response, vehicle zero. 360,000 compounds, 0.48% hits. activation, % at 3 µM; in the data active = activation above about 15%;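 also: untransfected CHO-K1 host cells lacking M1 receptor as counterscreen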
The depositor's hits bear a star; . = no result given.

SMILES,M1 ag,TAAR1 ag,CHRM1 antagonist,CHO-K1 Ca antag,TAAR1 antag,CHO-K1 Ca PAM,OXTR potentiate,CHO parental Ca,M1 ag parental
COC(=O)C(C)Oc1ccc(=O)[nH]n1 (stereo not given),1,-1,-14,-9,4,22,-11,10,-0.2
CCOC(=O)N/N=C/c1ccc(N2CCOCC2)s1,-2,1,-9,-2,3,12,-4,0,0.6
O=c1ccc(S(=O)(=O)N2CCCC2)cn1Cc1nc(-c2ccccc2)no1,-2,6,-2,15,6,-11,1,-23,2.0
CN(C)C(=N)c1n[nH]nc1SCc1ccccc1,-4,1,-11,-5,-30,11,0,3,0.7
CC(=O)C1CCC2C3CCC4=CC(=O)CCC4(C)C3(Br)C(=O)CC12C (stereo not given),-6,-1,-6,-9,13,13,.,.,0.0
CN(C)S(=O)(=O)c1cc(NC2CC(=O)N(c3ccc(F)cc3)C2=O)ccc1Cl (stereo not given),0,10,-10,-8,4,10,-5,14,3.5
COc1ccc(S(=O)(=O)NCC(=O)N(CC(=O)NCC2CCCO2)c2cc(C)ccc2C)cc1 (stereo not given),-4,9,-8,-15,1,14,-8,-15,0.8
CCn1nnc(NC(=O)c2sc3ccccc3c2Cl)n1,-2,14,-13,-7,-8,17,-15,-16,0.2

Only OXTR potentiate, CHRM1 antagonist and CHO-K1 Ca antag (five entries from above):
compound | OXTR potentiate | CHRM1 antagonist | CHO-K1 Ca antag
CCOC(=O)N/N=C/c1ccc(N2CCOCC2)s1 | -4 | -9 | -2
O=c1ccc(S(=O)(=O)N2CCCC2)cn1Cc1nc(-c2ccccc2)no1 | 1 | -2 | 15
CN(C)C(=N)c1n[nH]nc1SCc1ccccc1 | 0 | -11 | -5
CC(=O)C1CCC2C3CCC4=CC(=O)CCC4(C)C3(Br)C(=O)CC12C (stereo not given) | . | -6 | -9
CN(C)S(=O)(=O)c1cc(NC2CC(=O)N(c3ccc(F)cc3)C2=O)ccc1Cl (stereo not given) | -5 | -10 | -8

Remaining list, next part:
SMILES,M1 ag,TAAR1 ag,CHRM1 antagonist,CHO-K1 Ca antag,TAAR1 antag,CHO-K1 Ca PAM,OXTR potentiate,CHO parental Ca,M1 ag parental
COCCCn1nnnc1SCC(=O)N1CCCC1,0,7,0,-5,-5,9,-6,1,0.1
CN1CC[C@@]2([C@@]34CCN(C)C3Nc3ccccc34)c3ccccc3NC12 (stereo not given in full),-2,1,-2,-4,-15,4,-6,-3,-0.1
COc1ccc(NC(=O)CS(=O)c2cccc(C(F)(F)F)c2)cc1 (stereo not given),-3,0,-6,-5,-4,-24,-5,0,0.5
CC(C)c1cc(NC(=O)C(C)(C)C)cc(C(C)C)c1O,-5,8,-2,-3,0,22,-4,-1,0.9
O=[N+]([O-])c1cccc(S(=O)(=O)N2CCc3ccccc3C2)c1,-1,9,-11,-2,-6,10,2,-14,0.4
O=C(Cn1cnc2c(cnn2-c2ccc(Cl)cc2)c1=O)NC1CCCCC1,0,0,-11,-8,0,18,4,-2,0.8
Cn1c(CNc2ccc(Cl)cc2)nnc1SCC#N,-6,1,-7,-13,20,19,-12,1,0.5
C[C@]12C[C@H](O)[C@@H]3c4ccc(O)cc4CCC3[C@@H]1CCC2=O (stereo not given in full),0,1,-11,-14,-17,21,-3,-2,2.5
Cc1cccc(NC(=O)c2nc[nH]c2C(=O)NCCCNC(=O)c2[nH]cnc2C(=O)Nc2cccc(C)c2)c1,0,10,-2,-25,38,18,-4,-8,0.7
O=C(Cc1ccc(F)cc1)N/N=C/c1ccc2c(c1)OCO2,-8,7,2,-6,10,9,-9,-10,1.0
CC(NS(=O)(=O)c1ccc2c(c1)CC(C)N2C(=O)C1CC1)c1ccccc1 (stereo not given),0,0,-12,-12,-15,8,-13,-9,6.8
CC(=O)c1c(C)[nH]c(C(=O)Nc2cccc(S(=O)(=O)N3CCCCC3)c2)c1C,2,15,2,-4,11,19,-10,-8,12
CCCn1cc(CN2CCN(Cc3ccc(C)o3)C(CCO)C2)c(C)n1 (stereo not given),-8,5,-7,-12,-1,23,-5,10,0.2
O=C(NC(=S)Nc1ccccc1Cl)c1cncc(Br)c1,-2,17,5,-11,-7,17,3,-16,3.0
CSC1=NCCN1C(=O)c1c(F)cccc1Cl,-4,3,-15,-8,-9,12,-6,-8,0.8
CNC(=O)C1Cc2c(-c3ccc4c(c3)OCO4)ccnc2O1 (stereo not given),0,0,-18,-5,-23,10,.,.,0.5
CC(C)(C)OC(=O)NCCc1nnc(SCC(=O)c2ccc(Cl)cc2)o1,7,8,13,-6,25,12,-24,-9,8.1
Cc1cccc(N2CCN(C(=O)CSc3nc4ccccc4nc3N3CC(C)OC(C)C3)CC2)c1C (stereo not given),-6,-2,2,1,20,20,-9,-37,0.4
CCCOc1ccc(CCC(=O)N/N=C/c2ccco2)cc1,-1,2,-6,-14,-11,27,-10,-9,1.4
COc1ccc(CNCC(=O)Nc2cc(C)nn2-c2nc(C)cc(C)n2)cc1OC,.,1,.,.,-30,.,-14,-18,.
Cc1ccc(-n2nc(C(=O)O)c(C)c(C#N)c2=O)cc1Cl,3,-1,-10,-20,-29,30,-15,-11,-0.4
Cc1cc(C(F)(F)F)nn1CCCNC(=O)c1cnccn1,-4,9,2,-14,-24,-1,-5,1,0.4
COc1ccc(CNC(=O)CCNC(=O)c2ccco2)cc1OC,3,0,-16,-4,-6,15,.,.,1.1
CCc1nnc(NC(=O)CSc2nnc(C)c(=O)n2N)s1,-1,4,-5,5,-13,-3,3,-2,0.7
O=C(Nc1ccc(NS(=O)(=O)c2ccccc2)c(Cl)c1)c1ccccc1,-1,2,14,-1,5,-8,.,.,3.0
CC1=NN(Cc2ccccc2)C(=O)C1C(c1ccc(Cl)cc1)C(C#N)C#N (stereo not given),-9,2,-10,-7,8,25,2,-19,0.5
COc1ccccc1Cc1nc(-c2ccncc2)no1,0,1,1,-18,10,6,-2,1,6.2
CCOc1cc(CC(=O)N[C@@H](CC(C)C)c2ccccc2N2CCCCC2)ccc1C(=O)O,7,-2,-35,-8,-55,16,1,-17,-0.3
CCCCCCCCC1=NCCc2c1[nH]c1ccccc21,-6,25,33,20,16,-5,-13,-6,15
CCOC(=O)CSc1nc2sc3c(c2c(=O)n1-c1ccc(OCC)cc1)CCN(C)C3,-6,10,-7,-6,-9,1,-6,-13,-0.5
CC1Sc2ccc(S(=O)(=O)N3CCN(c4ccccc4)CC3)cc2NC1=O (stereo not given),-1,6,-3,-6,5,-13,-13,10,6.7
OCc1nc2ccccc2n1CCCc1ccccc1,-3,2,10,-7,-1,-4,.,.,0.9
Cc1cc(C)c(S(=O)(=O)NCC(c2ccco2)N2CCc3ccccc3C2)c(C)c1 (stereo not given),-3,24,-7,-7,-3,-14,-20,-27,-0.3
Cc1ccc(Nc2nnc(SC3CCOC3=O)s2)c(C)c1 (stereo not given),-9,-2,-5,-7,-2,-8,-7,-11,0.2
CCCCNC(=O)COC(=O)c1cc(C)nc2ccccc12,-2,12,4,-6,-5,9,-7,-13,1.7
COc1ccc(N2C(=O)CC(Sc3nc(C)c4c(n3)CCCC4)C2=O)cc1 (stereo not given),-4,6,-1,1,16,11,-3,-15,2.8
CCn1c(=S)[nH]c2scc(-c3cccs3)c2c1=O,-3,11,8,-18,-8,26,.,.,4.8
CCCNc1nc(NCC)nc(OC)n1,-3,8,-5,-7,3,22,0,-11,0.4
O=C(Nc1ccccc1)c1ccc(N2CCN(c3ccccn3)CC2)c(S(=O)(=O)N2CCOCC2)c1,-4,6,-9,0,27,15,-6,-5,4.0
O=C(CSc1nnc(-c2ccccc2)o1)NC1CCCC1,-2,3,-10,-7,-10,10,-2,-6,1.3

Complete entries, looked up by structure:
Entry for Cc1ccc(Nc2nnc(SC3CCOC3=O)s2)c(C)c1 (stereo not given) → M1 ag: -9; TAAR1 ag: -2; CHRM1 antagonist: -5; CHO-K1 Ca antag: -7; TAAR1 antag: -2; CHO-K1 Ca PAM: -8; OXTR potentiate: -7; CHO parental Ca: -11; M1 ag parental: 0.2
Entry for CCCNc1nc(NCC)nc(OC)n1 → M1 ag: -3; TAAR1 ag: 8; CHRM1 antagonist: -5; CHO-K1 Ca antag: -7; TAAR1 antag: 3; CHO-K1 Ca PAM: 22; OXTR potentiate: 0; CHO parental Ca: -11; M1 ag parental: 0.4

The list continues:
SMILES,M1 ag,TAAR1 ag,CHRM1 antagonist,CHO-K1 Ca antag,TAAR1 antag,CHO-K1 Ca PAM,OXTR potentiate,CHO parental Ca,M1 ag parental
CC(C)C1CC(c2ccccc2)(C(CN)CO)CCO1 (stereo not given),-13,4,-3,7,-9,-5,-6,-27,-0.3
COc1cc(CCC(=O)Nc2c(C(=O)N3CCN(c4ccccc4)CC3)oc3ccccc23)on1,-3,1,9,-10,12,-7,-7,-23,1.8
CCOc1ccc(C(=O)Nc2cc(-c3nc4ccccc4[nH]3)ccc2Cl)cc1[N+](=O)[O-],1,8,37*,26*,53*,-5,-15,-6,6.9
CN(C)S(=O)(=O)c1cc(C(=O)NCC2CCCO2)c(Cl)cc1Cl (stereo not given),-3,6,1,-2,-6,13,-15,-3,1.2
